Tat export inh – E. coli Tat export inhibitors, primary screen, MC4100, TorA-mCherry reporter, fluorescence, single point; inhibition, % at 10 µM; actives 0.036% (n = 340,000); AID 488895, 2010;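 active means mean replicate inhibition at least 50% and at least half of replicates individually reaching 50%; inconclusive means only one of the two criteria met; inactive means neither criterion met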;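 further: exported cargo escapes ClpAP degradation while cytoplasmic cargo is degraded and loses fluorescence; 0% = median of neutral control wells and 100% = median of NaSCN control wells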
phage Ecoli inh – growth loss of phage-infected E. coli, primary screen, RecBCD inhibitor project, absorbance, with phage, HTS; actives 0.26% (n = 360,000); inhibition, % at 11.9 µM; AID 651602, 2012; in the data active means inhibition above about 11%
CDK5 p35 inh – inhibitors of human CDK5/p35 kinase, primary screen, biochemical, single concentration. Cyclin-dependent kinase 5 (Homo sapiens) + Cyclin-dependent kinase 5 activator 1 (Homo …. Recombinant CDK5/p35, ADP-Glo luminescence, 60 min. inhibition, % at 10 µM. actives 0.01% (n = 330,000). AID 488839, 2010;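 active means highest replicate inhibition of at least 50% and at least 75% of replicates reaching 50%; inconclusive means only one of the two criteria met; inactive means both criteria failed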;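 further: plate controls were DMSO neutral control for no effect and GW8510 at 10 µM for full effect; many of its hits are not listed in these tables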
HTR5A inv ag – HTR5A inverse agonists in luminescence cell assay, primary screen, counter-screen for OPRM1-OPRD1 heterodimer inverse agonist project, full-deck HTS; AID 504634, 2011; inhibition, % at 9.3 µM; HTR5A cell line, inverse agonism; actives 0.083% (n = 340,000); 5-hydroxytryptamine receptor 5A (Homo sapiens), P47898; in the data active means inhibition mostly above about 23%, no sharp cut-off; inactive means mostly below about 18%;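 further: 0% = cells with DMSO and 100% = no-cell wells with DMSO; some compounds called inactive have numbers as strong as hits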
Target sequence (P47898 whole entry, looked up): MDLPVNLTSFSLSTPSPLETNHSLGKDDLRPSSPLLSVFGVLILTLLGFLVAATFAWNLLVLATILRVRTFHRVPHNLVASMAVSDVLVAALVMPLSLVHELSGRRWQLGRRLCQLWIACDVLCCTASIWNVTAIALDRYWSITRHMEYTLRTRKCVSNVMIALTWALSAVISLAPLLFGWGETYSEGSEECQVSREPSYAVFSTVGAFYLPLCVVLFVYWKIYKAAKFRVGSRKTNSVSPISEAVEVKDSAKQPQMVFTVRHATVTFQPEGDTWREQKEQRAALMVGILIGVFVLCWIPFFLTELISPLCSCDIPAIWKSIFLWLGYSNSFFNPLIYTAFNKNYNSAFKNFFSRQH
PKA-R1A act – activators of PKA-R1A holoenzyme, primary screen, biochemical, fluorescence polarization, Cy5-IP20, bovine R1A, mouse PKAc. PKA-R1A dissociation; scaled: DMSO 0%, 113 µM cGMP 100%. activation, % at 11.4 µM. cAMP-dependent protein kinase type I-alpha regulatory subunit (Bos taurus) + …. actives 0.083% (n = 340,000);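 active means percent activation above the mean of all tested compounds plus 3 SD, cut at about 19% in these data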;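 further: higher means more PKAc released from R1A so a rise in polarization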
E coli growth – E. coli V3065 growth inhibition, primary screen, counter-screen for AddAB inhibitor project, absorbance, OD600; 18 h; inhibition, % at 11.9 µM; actives 0.27% (n = 330,000);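 active means inhibition above the campaign's mean inhibition across all tested compounds plus 3 SD, cut at about 9.9% in these data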;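 further: uninfected addAB+ strain grown without phage in ampicillin broth; 0% = DMSO wells and 100% = ciprofloxacin 0.95 µg/ml wells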
DAGLB inh – DAGLB lipase inhibitors, primary screen, biochemical, fluorescence, HTS; Diacylglycerol lipase-beta (Homo sapiens), Q8NCG7; AID 504411, 2011; actives 0.059% (n = 340,000); HEK293T DAGLB membrane lysate, EnzChek fluorogenic substrate; inhibition, % at 5.17 µM; in the data active means inhibition above about 34%;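 further: 0% = enzyme with vehicle and 100% = wells lacking enzyme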
HTR5A ag ctr – HTR5A agonists in luminescence cell assay, primary screen, counter-screen for OPRM1-OPRD1 heterodimer agonist project, full-deck HTS | activation, % at 9.3 µM | actives 0.61% (n = 340,000) | cell-based; in the data active means activation mostly above about 9.5%, no sharp cut-off; inactive means mostly below about 7.6%;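 further: 0% = cells with vehicle only and 100% = reference agonist; strong numbers were not always called active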
PKA-R2B activ – activators of PKA-R2B holoenzyme, primary screen, biochemical, fluorescence polarization, Cy5-IP20, human. PKA-R2B holoenzyme dissociation; R2B truncated from residue 108, S112A mutant; 0% DMSO only, 100% 113 µM cGMP. actives 0.079% (n = 340,000). cAMP-dependent protein kinase catalytic subunit beta (Homo sapiens) + cAMP-dependent …. activation, % at 11.4 µM. AID 504700, 2011;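 active means activation above a cutoff set at the mean over all compounds plus 3 SD, cut at about 18% in these data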;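 further: higher means more holoenzyme dissociation and a rise in polarization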
Target sequence (P31323 whole entry, looked up, other chains not shown, the tested form may be a part): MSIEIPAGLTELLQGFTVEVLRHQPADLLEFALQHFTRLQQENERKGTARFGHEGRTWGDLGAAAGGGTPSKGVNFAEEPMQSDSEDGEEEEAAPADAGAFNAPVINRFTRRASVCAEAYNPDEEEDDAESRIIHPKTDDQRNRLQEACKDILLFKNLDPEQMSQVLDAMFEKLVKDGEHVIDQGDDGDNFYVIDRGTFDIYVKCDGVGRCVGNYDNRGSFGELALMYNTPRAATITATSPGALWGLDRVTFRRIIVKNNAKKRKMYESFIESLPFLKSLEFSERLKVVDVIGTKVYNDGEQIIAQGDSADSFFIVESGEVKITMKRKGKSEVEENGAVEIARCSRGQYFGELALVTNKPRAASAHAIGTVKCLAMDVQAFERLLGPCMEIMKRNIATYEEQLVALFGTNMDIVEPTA
AddAB inh – growth inhibition of E. coli expressing H. pylori AddAB, primary screen, AddAB inhibitor project, absorbance. inhibition, % at 11.9 µM. actives 0.29% (n = 330,000); in the data active means inhibition above about 12%;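 further: 0% = vehicle wells of infected cells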
Mot1-301 SUMO – yeast Mot1-301 growth rescue at high temperature, primary screen, SUMOylation pathway inhibitor project, S. cerevisiae, ATP luminescence, 38.5C; S. cerevisiae Mot1-301 growth rescue; percent above DMSO median, 100 means doubled; growth rescue, % at 18.8 µM; actives 1% (n = 320,000); AID 2716, 2010;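 active means every valid replicate shows activation above 250% relative to neutral control wells; inactive means the rest, any valid replicate at or below 250%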;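 further: OY570 slx delta 5 strain wells were the positive control but not used for scaling; some compounds called inactive have numbers as strong as hits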
* hit, by the source's call; ? = inconclusive; · = not tested or not shown.

compound	Tat export inh	phage Ecoli inh	CDK5 p35 inh	HTR5A inv ag	PKA-R1A act	E coli growth	DAGLB inh	HTR5A ag ctr	PKA-R2B activ	AddAB inh	Mot1-301 SUMO
CCOCCCNC(=O)C1(O)c2cc(Br)ccc2NC(=O)N1c1ccc(CC)cc1 (stereo not given)	9	3.3	0.0	-26	-3	-0.3	0	7	-6	2.1	118
COc1cccc(C2CCCCN2Cc2nc(-c3ccc(C)o3)oc2C)c1 (stereo not given)	-2	3.2	0.0	-10	1	-0.5	-4	4	5	2.8	3
COCc1cc(C)nc2sc3c(=O)n(-c4cccc5ccccc45)nnc3c12	-1	4.8	0.9	-1	-4	0.1	-1	7	-3	0.2	1
CC(C)(C)N(Cc1ccccc1)C(=O)COC(=O)C1CC1	-8	1.5	0.1	6	8	-1.4	0	-2	2	0.8	3
CCN(C(=O)CN1CCc2ccccc21)c1c(N)n(Cc2ccccc2)c(=O)[nH]c1=O	-9	2.7	-6.0	-9	5	-1.0	0	4	-9	-0.2	293
COc1cc2nc(N(C)C)nc(N)c2cc1OC	-4	-0.1	-0.3	11	0	-1.6	-3	-5	-4	1.2	1
CC(C)CN1CN(Cc2ccccc2)CNC1=S	-4	2.4	0.2	16	-8	0.1	-5	-6	-11	-0.7	-21
CC(=O)c1[nH]c(C)c(C(=O)N2CCCC(Nc3ccc(C(C)C)cc3)C2)c1C (stereo not given)	-1	-3.1	-1.3	19	4	·	-1	-2	-7	·	·
CCOC(=O)C=C1CCN(c2ncc(C(F)(F)F)cc2Cl)CC1	6	2.3	-0.1	3	-3	-1.4	0	0	-14	4.9	431
Cc1ccc(S(=O)(=O)N(C)c2ccc(C(=O)NCC3CCCO3)cc2)cc1 (stereo not given)	-7	0.8	-0.1	20	-11	0.1	-2	3	10	0.0	9
COc1ccc(CC(=O)N(C)CC(=O)Nc2cccc(F)c2)cc1S(=O)(=O)N1CCOCC1	0	-1.8	-0.3	7	5	0.3	-1	1	-4	2.9	0
O=C(/C=C/c1ccccc1)Nc1cc(NC(=O)/C=C/c2ccccc2)cc(C(=O)O)c1	21	-3.0	-7.8	-11	-11	·	4	2	-16	·	-6
COc1ccccc1N=Nc1c(O)[nH]c2ccc(Br)cc12	-8	0.6	0.5	-11	-1	0.2	-1	3	-1	-1.4	0
CN1C2C=C3C(C#N)=C(N)C(C#N)(C#N)C(c4ccc(Br)cc4)C3C1CC2 (stereo not given)	-3	2.8	-0.8	24	-5	0.6	1	-5	0	0.6	6
CC(C)(C)CC(=O)Nc1ccc(S(=O)(=O)NC2=NCCCCC2)cc1	-3	1.9	1.3	-7	4	2.1	0	2	7	1.8	5
CCN(CC)S(=O)(=O)c1ccc2nc(CCl)[nH]c2c1	7	3.2	2.3	12	-11	-1.6	-3	-5	-2	-1.7	-4
O=C(N[C@@H](Cc1ccc(O)cc1)C(=O)O)c1ccncc1	-5	1.8	-0.5	-2	-15	-3.6	-2	1	-7	-0.3	-14
CCOc1ccccc1CNC(=O)c1nn(C)c2c1CS(=O)(=O)c1ccccc1-2	-2	-1.1	0.7	9	0	-0.2	-2	-4	4	3.4	18
CCCC(=O)Nc1ccc(C(=O)COC(=O)c2cc(C)oc2C)cc1	-9	0.6	0.7	-6	-2	1.4	-1	2	1	-2.2	-23
Cc1oc(C(N)=O)nc1-c1ccccc1	-12	2.6	1.1	-7	7	0.0	-2	3	-5	-0.6	-4
COc1cc(C(=O)N/N=C/c2ccc3c(c2)c2ccccc2n3C)ccc1O	11	-2.0	-1.2	13	1	·	0	-5	-6	·	-32
COc1cc2c(cc1NC(=O)C(Cl)Cl)-c1ccc(NC(=O)C(Cl)Cl)cc1C2	-5	4.0	-1.0	3	4	·	4	-1	-3	·	·
O=C(NCCN1CCOCC1)c1ccc2c(c1)N(Cc1ccccc1)C(=O)c1ccccc1S2	-3	1.3	·	-1	3	-1.9	1	2	-4	-1.9	-12
O=C(O)CCCc1nc(-c2ccc(Cl)cc2)no1	?	2.6	1.9	0	-8	1.8	0	0	-4	1.8	-9
Cc1cc(NS(=O)(=O)c2cccc([N+](=O)[O-])c2)no1	-1	2.6	0.3	-26	8	-0.9	-1	1	-3	1.0	10

Next part:
compound	Tat export inh	phage Ecoli inh	CDK5 p35 inh	HTR5A inv ag	PKA-R1A act	E coli growth	DAGLB inh	HTR5A ag ctr	PKA-R2B activ	AddAB inh	Mot1-301 SUMO
Cc1ccc(N(CC(=O)O)S(C)(=O)=O)cc1	-7	3.6	-1.6	10	0	-1.7	-2	-4	-8	0.9	0
CN(C)S(=O)(=O)c1cccc(C(=O)Nc2ccc(C(=O)Nc3cccc(S(N)(=O)=O)c3)cc2)c1	-3	1.0	-0.8	-20	-2	-0.4	1	5	-4	-1.6	17
COC(=O)N/N=C/c1ccc(Oc2ccccc2)cc1	-2	4.9	1.3	-14	2	-0.7	0	8	6	-0.2	-1
COc1ccc(C(C(=O)NC2CCCC2)N(Cc2ccc(C)cc2)C(=O)c2ccn[nH]2)cc1OC (stereo not given)	1	0.6	-0.7	-7	-3	0.1	-2	3	1	0.9	13
CCN(CC)C(=O)Oc1ccc2c(c1)O/C(=C\c1ccco1)C2=O	-2	0.7	-0.4	11	1	-0.6	-11	-3	5	-1.5	9
COc1ccc(CNCCCn2cnc(C(=O)Nc3ccc(C)c(C)c3)n2)cc1	7	2.1	1.2	6	-15	·	-3	-2	-11	·	·
CCN(Cc1ccccc1)C(=O)Cn1cc2c(n1)CCCC2	-5	2.0	1.2	-1	7	3.4	-6	0	4	12*	62
O=C1CC(c2ccc(Cl)c([N+](=O)[O-])c2)c2ccc3ccccc3c2N1 (stereo not given)	11	4.8	-0.8	10	6	3.1	4	10	-3	1.7	-22
Cc1ccc(SCCC(=O)NCc2ccco2)cc1	5	1.3	1.0	-3	-4	1.1	-4	1	-9	3.0	-6
S=c1[nH]nc(CSc2nc3ccccc3s2)n1C1CCCCC1	2	1.6	0.8	13	14	1.6	3	-4	1	-2.4	15
CN(Cc1nccn1C)C(=O)CC1C(=O)NCCN1CC(c1ccccc1)c1ccccc1 (stereo not given)	-12	0.6	0.6	3	0	0.2	3	-1	-5	1.5	3
COc1ccc(-c2nc(CS(=O)CC(=O)NCc3cccnc3)c(C)o2)cc1 (stereo not given)	5	0.3	0.5	22	-11	1.5	0	1	8	1.4	-11
O=C(N/N=C/c1ccc([N+](=O)[O-])o1)C1CC1	7	35*	-3.6	6	-6	73*	3	-2	0	100*	·
CCN(CC)CCCN1C(=O)c2oc3ccccc3c(=O)c2C1c1cc(OC)ccc1OC (stereo not given)	4	4.1	-0.4	29	-2	-2.8	0	-2	5	1.3	5
Cc1ccc(C(=O)c2cc([N+](=O)[O-])ccc2N2CCCCC2)c(C)c1	1	3.3	2.3	-13	-4	-0.2	-13	1	4	-0.3	-3
Cc1cc(C)cc(NC(=O)C2C3C=CC4(O3)C2C(=O)N(CCCN2CCCC2)C4C(=O)NC2CCCC(C)C2C)c1 (stereo not given)	-8	2.7	-1.5	-13	-6	-1.4	0	5	2	1.6	-2
CCCCCCc1cc2cc(/C(N)=N/NC(=O)c3ccncc3)c(=O)oc2cc1O	3	-0.5	-0.5	-4	1	-2.8	-10	1	-7	1.9	-3
CCn1cc(-c2cc(C(=O)O)c3ccccc3n2)c(C)n1	-11	3.2	0.0	5	-5	-1.0	1	1	-9	-0.5	-14
COC(=O)C[C@H]1c2cc(F)ccc2S(=O)(=O)N1c1ccc(N(C)C)cc1	-9	3.8	0.2	-10	-4	-1.0	-2	2	4	3.0	-12
NC(=O)C1=C[C@@H](c2ccc(C(F)(F)F)cc2)C[C@@H](OCc2ccc(CO)cc2)O1	2	1.4	-1.4	-5	-7	-2.7	-2	-1	-6	0.0	65
O=C(O)CSCCCC(=O)Nc1ccc(Br)cc1	-6	5.6	-3.2	-8	-6	-2.0	0	2	-9	0.6	1
CCCC(=O)NC(=S)Nc1cccc(Cl)c1N1CCCCC1	5	0.2	3.0	-9	-12	0.7	-16	3	-5	1.9	5
CCc1cccc2c(C=C(C#N)C#N)cn(CC(=O)N3CCCC3)c12	2	1.8	1.5	-12	-5	0.9	3	5	-3	1.3	1
CN(C)c1ccc(C(CNS(=O)(=O)c2ccc3ccccc3c2)c2c[nH]c3ccccc23)cc1 (stereo not given)	-2	0.9	-0.8	7	11	-0.5	6	-3	14	-2.5	-8
COc1ccc([C@H]2CC(=O)C=C(c3ccc(NC(C)=O)cc3)C2)cc1OC	4	4.9	0.3	-13	8	-1.5	-1	7	2	0.3	-4

(more compounds)
compound	Tat export inh	phage Ecoli inh	CDK5 p35 inh	HTR5A inv ag	PKA-R1A act	E coli growth	DAGLB inh	HTR5A ag ctr	PKA-R2B activ	AddAB inh	Mot1-301 SUMO
CCOC(=O)Cc1cc(=O)[nH]c(/N=C(\N)Nc2ccc(OC)cc2)n1	2	0.9	1.3	-15	-8	1.4	1	5	6	1.4	237
CCOC(=O)c1ccc(NC(=S)N(CCCN2CCCCCC2)Cc2ccco2)cc1	5	3.9	1.3	-14	3	-0.3	-4	-1	3	0.1	-5
Fc1ccccc1Cc1noc(CN2CCN(Cc3ccc4c(c3)OCO4)CC2)n1	-8	2.2	-5.3	-6	-8	1.6	0	2	-5	1.1	16
COc1ccc(CCN(C)C(=S)Nc2ccc(SC(F)F)cc2)cc1OC	6	1.6	1.7	17	-11	-1.6	-2	-6	-11	3.8	40
CC(=O)CCC(=O)OCC(=O)Nc1ccc(SC(F)F)cc1	4	2.7	-2.2	0	4	1.1	-1	4	-2	3.7	268
CCOC(=O)CN(Cc1ccccc1)S(=O)(=O)c1ccc(NC(C)=O)cc1	-11	1.3	-0.7	-16	4	2.6	-2	2	-7	-0.3	-14
O=C(NCCCN1CCCCCC1)c1ccc(N2CCCC2=O)cc1	-4	2.4	0.4	-30	15	-0.4	-3	4	-5	-0.2	-6
CC(=O)c1cccc(NC(=O)C2CCCN(S(=O)(=O)c3cccc4cccnc34)C2)c1 (stereo not given)	3	2.6	-0.5	-4	-8	-0.5	-3	1	5	0.9	-7
O=C(N/N=C/c1cccc(Oc2ccccc2)c1)c1ccncc1	-5	-1.1	-4.3	23	-14	-1.2	0	0	6	-0.6	-10

Assay outcomes as filed in PubChem.
